Screening data: PubChem BioAssay, National Center for Advancing Translational Sciences (NCATS)
KDM5B inhibitor = blocks human KDM5B histone demethylase activity. Q9UGL1. hit rate 2.6% among 220,000. Potency, µM (doses to about 57.7 µM), for the others: at the highest dose activity change, negative = inhibition, actives largely listed as inhibitors. KDM5B demethylase, FDH-coupled NADH fluorescence (FDH is formaldehyde dehydrogenase); active = well fitted inhibition curve with a large enough effect; inconclusive = small, poorly fitted or top-dose-only effect; inactive = no such curve, though single readings can be large or run the other way; note: 0% is about no effect; nearly all actives have a fitted effect of over 70% in size
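Measured: NADH fluorescence change, 30 min, RT. System: KDM5BΔAP 200 nM final, H3K4me3 peptide, α-KG, Fe(II), ascorbate, NAD⁺ plus FDH, pH 7.5 HEPES. Compounds: titrated, 10 min pre-incubation with enzyme.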
* hit, by the source's call; ? = inconclusive; & = joins results of further samples; [ ] = dose if it differs, or a comment. Potency is the fitted concentration of half-maximal effect.

SMILES | KDM5B inhibitor
O=C(OCCN=C1NS(=O)(=O)c2ccccc21)c1cccc([N+](=O)[O-])c1 | 24%
CC(C)C(=O)N1CCc2ccc(C(=O)NC3CC3)cc21 | -11%
COc1cccc(CNC(=O)Cn2cc3c(n2)-c2c(oc(C(=O)N4CCCC4)c2C)CC3)c1OC | ?
O=C(CC1CCCN(c2cnn(CC3CC3)c(=O)c2)C1)NCc1ccccc1 (stereo unspecified) | -20%
CC1(C(=O)NC2CCOCC2)CCc2cnc(Nc3ccccc3)nc21 (stereo unspecified) | 8%[86.2 µM]
Cc1ccc(/C=C/C(=O)c2c(C)nc3ccc(Cl)cc3c2-c2ccccc2)o1 | ?
O=C(c1ccccc1)N1CCSc2ccc(Cl)cc21 | 16%
CCS(=O)(=O)c1ccc(O)c(NC(=O)Nc2ccc(C(C)(C)C)cc2)c1 | 10%
Cc1ccc(NC(=O)CCn2ccn3nc4c(c3c2=O)CCCC4)cc1 | -14%
COc1ccc(NC(=O)C(c2ccc(C)cc2)N(C)C(=O)Cc2cccs2)cc1 (stereo unspecified) | 4%&-8%
COC(=O)c1cccc(-c2nccn2CC(O)c2ccccc2)c1 (stereo unspecified) | ?
O=C(c1cccs1)N1CCN(Cc2c[nH]c3ccccc23)CC1 | -29%

Gathered by group, the entries above with a Cl atom.
SMILES | KDM5B inhibitor
Cc1ccc(/C=C/C(=O)c2c(C)nc3ccc(Cl)cc3c2-c2ccccc2)o1 | ?
O=C(c1ccccc1)N1CCSc2ccc(Cl)cc21 | 16%

Further results.
SMILES | KDM5B inhibitor
CC1(C)CC(NS(=O)(=O)c2cccc3ccccc23)CC(C)(C)N1 | 28%
O=C(Cn1ccc2cc(S(=O)(=O)N3CCCCCC3)ccc21)NCCc1ccc(Cl)cc1 | ?
CCCOc1ccc(CN2C(=O)C(=O)c3cccc(C)c32)cc1 | ?
CC(=O)N1CCN(c2nc3ncccc3o2)CC1 | 32µM*
C[C@@H]1CCC2[C@](C)(CO)[C@@H](O)CC[C@]2(C)[C@@]12CCC(CO)(CCO)O2 (stereo partly specified) | 9%
CN(CC1(C)CCOCC1)C(=O)Cc1ccccc1 | 23%
COc1ccc(CN2Cc3[nH]cnc3C[C@H]2c2nc(-c3ccc(F)c(Cl)c3)no2)cc1 | ?
COc1ccc(Cc2nnc(Nc3ccc(Cl)cc3)[nH]c2=O)cc1 | 19%
Cc1cc(C)c2oc(C(=O)N(Cc3ccccc3)c3ccccn3)cc(=O)c2c1 | 10%
CCC1(C(=O)NCc2ccc(C)cc2)CCCCC(=O)N1 (stereo unspecified) | 17%
O=c1c2c(nc3cc[nH]n13)CCN(S(=O)(=O)c1ccccc1Cl)C2 | ?
O=C(O)C(c1cc2ccccc2o1)N1CCC(CCN2CCCC2=O)CC1 (stereo unspecified) | 13%
CCc1nn(CC(=O)Nc2c(C)cccc2C)c(=O)c2cc3sccc3n12 | -6%
COc1cccc(CNC(=O)CSc2ncc(S(=O)(=O)c3ccc(Br)cc3)c(=O)[nH]2)c1 | -13%
Cc1oc(C(O)c2ccccc2F)nc1C(=O)Nc1ccccc1 (stereo unspecified) | 2%[86.2 µM]
NC(=O)C(OC(=O)c1ccccc1)C(OC(=O)c1ccccc1)C(=O)O (stereo unspecified) | 12%
COc1ccccc1N1CCN(C(=O)c2cc3c(=O)oc4ccc(C)cc4c3s2)CC1 | ?
COc1ccc(/C=C/C(=O)N[C@@H]2C[C@H]3CC[C@@H]2C3)cc1 | 13%
COc1cccc(CN2CCCCCCNC(=O)CC2c2ccccc2)c1OC (stereo unspecified) | 9%
Cc1cc(OCc2nn[nH]n2)c2c(C)c(CC(=O)O)c(=O)oc2c1 | ?
Cc1ccccc1[C@H]1C[C@@H](O)[C@@H](O)[C@@H]1NC(=O)c1cccnc1 | 12%[86.2 µM]
COc1ccc(CCn2c(-c3ccc(F)cc3)nc3c(c(=O)c4ccccc4n3C)c2=O)cc1OC | 5%
COc1ccc(CN2Cc3[nH]cnc3C[C@H]2C(=O)NCc2ccco2)cc1 | ?
COc1cccc(OC)c1C(=O)Oc1ccc2c(c1)O/C(=C\c1ccc(C(C)C)cc1)C2=O | 16%
CCOC(=O)c1cnc2c(Cl)c(Cl)ccc2c1NCCOC(=O)c1cccnc1 | 12%
CC(C)CN1CC2(CCN(C(=O)c3ccc4occc4c3)CC2)CC1=O | -17%
Cc1ccc(C)c(NC(NC(=O)c2ccc(C(C)(C)C)cc2)C(Cl)(Cl)Cl)c1 (stereo unspecified) | -20%
CC(C)NC(=O)N1CCOc2ccc(CCC(=O)NCCN3CCOCC3)cc2C1 | 3%
COc1ccccc1CCC(=O)N1CCC(Cc2nc(-c3ccccc3)no2)CC1 | -22%
CN1CC(=O)N(C2CCCNC2)Cc2c1ncnc2N1CCC(N2CCOCC2)CC1 (stereo unspecified) | ?
O=C(CN1CCCc2nc(-c3ccncc3)ncc2C1=O)NCCCN1CCCC1=O | -32%
CC(C)CC(=O)NCC1Cn2cccc2C(=O)N1C (stereo unspecified) | -16%
Cc1ccc(-c2nnc(CCC(=O)N3CCc4sccc4C3c3cccs3)o2)cc1 (stereo unspecified) | -1%
Cc1nc2ccc(C(=O)N[C@@H]3COCC[C@@H]3OCc3cscn3)cc2o1 | 7%
Cc1cc2[nH]c(=O)c(=O)[nH]c2cc1S(=O)(=O)N1CCN(c2ccccc2F)CC1 | -15%
Cc1ccc(NC(=O)Cn2ccn3nc4c(c3c2=O)CCCC4)cc1Cl | -17%
Cc1ccc(-n2nc3c(=O)n(CCCC(=O)NCCc4ccccc4)nc(C)c3c2C)cc1 | -15%
COc1ccc(N2C(=O)C(C)(C)CS2(=O)=O)cc1S(=O)(=O)NCc1ccccc1F | 1%
CCn1c(N2CCN(CCCc3ccccc3)CC2)nc2c1c(=O)[nH]c(=O)n2C | -10%
O=c1n(-c2ccc(Cl)cc2)nc2n1CCN(CC1CC1)C2 | 7%[149 µM]
Cc1nc(CN2CC3(CCN(C)C3)c3cc(C(=O)NCC4CC4)ccc32)cs1 (stereo unspecified) | 28µM*
CNC(=O)COC(=O)c1c(C)c(-c2ccccc2)nc2ccccc12 | -1%
O=C(Nc1nc(-c2cccnc2)cs1)C1CC(=O)N(c2ccccc2Cl)C1 (stereo unspecified) | 12%
CCOc1ccccc1NC(=O)C(C)Nc1ccc2c(c1)CCN2C(C)=O (stereo unspecified) | 12%
COc1cccc(Nc2nc3ccccc3nc2NS(=O)(=O)c2cccc3nsnc23)c1 | -5%
COc1ccc(C(=O)Nc2cc(NC(=O)c3ccc(Br)o3)ccc2OC)cc1 | 4%
O=C(O)c1cc(-c2ccc3ccccc3n2)nc2ccc3ccccc3c12 | ?
Cc1cc(OCC(=O)NC2CC2)c2c(C)cc(=O)oc2c1 | ?

Reformatted as a markdown table: entries from further up
| Compound | KDM5B inhibitor |
| --- | --- |
| COc1cccc(CNC(=O)CSc2ncc(S(=O)(=O)c3ccc(Br)cc3)c(=O)[nH]2)c1 | -13% |
| CC(C)CN1CC2(CCN(C(=O)c3ccc4occc4c3)CC2)CC1=O | -17% |
| Cc1ccc(-c2nnc(CCC(=O)N3CCc4sccc4C3c3cccs3)o2)cc1 (stereo unspecified) | -1% |
| O=C(CC1CCCN(c2cnn(CC3CC3)c(=O)c2)C1)NCc1ccccc1 (stereo unspecified) | -20% |
| O=c1n(-c2ccc(Cl)cc2)nc2n1CCN(CC1CC1)C2 | 7%[149 µM] |

In the list so far, four have a COOH group.
SMILES | KDM5B inhibitor
O=C(O)C(c1cc2ccccc2o1)N1CCC(CCN2CCCC2=O)CC1 (stereo unspecified) | 13%
NC(=O)C(OC(=O)c1ccccc1)C(OC(=O)c1ccccc1)C(=O)O (stereo unspecified) | 12%
Cc1cc(OCc2nn[nH]n2)c2c(C)c(CC(=O)O)c(=O)oc2c1 | ?
O=C(O)c1cc(-c2ccc3ccccc3n2)nc2ccc3ccccc3c12 | ?

(list continues)
SMILES | KDM5B inhibitor
C[C@]1(CO)[C@H]2Cc3sc(NC(=O)c4c(F)cccc4F)nc3[C@@H](CC(=O)O)[C@]2(C)CC[C@H]1O | 12%
CN(C)C(=O)CC(O)c1cc2n(n1)CCN(C(=O)Cc1ccsc1)C2 (stereo unspecified) | 17%
Cc1c(Cl)cccc1NC(=O)N1C[C@@H](F)C[C@H]1C(=O)N1CCc2ccccc2C1 | -17%
COc1ccccc1C(=O)NC[C@H]1Cn2c(-c3ccc4c(c3)OCCO4)cnc2CO1 | -1%[86.2 µM]
CC(=O)NNC(=S)NC(C)c1ccccc1 (stereo unspecified) | -3%
CCc1ccc(S(=O)(=O)c2nnn3c2nc(N2CCOCC2)c2sccc23)cc1 | -10%
Cc1noc(C)c1-c1cc2cc(CN(C)C)oc2c(NCCOc2ccccc2)n1 | ?
CSc1ccc(NC(=O)c2ccc3c(c2)NC(=O)CCS3)cc1 | -10%
CC(C)CNC(=O)C(=O)NCCc1c[nH]c2ccccc12 | 6%
O=C1Nc2ccccc2O[C@H]2C[C@@H]1N(Cc1ccccc1)C2 | -14%[86.2 µM]
CCCc1cc(=O)n2[nH]c(NCc3ccccc3OC)nc2n1 | ?
CCOc1ccc(C(=O)N2CCC(n3cc(-c4nc(-c5ccccc5)no4)nn3)CC2)cc1 | 8%
CS(=O)(=O)c1ccc(CN2C[C@@H](F)[C@@H](OCc3nc4ccccc4[nH]3)C2)cc1 | ?
CC1(c2ccccc2)N(Cc2cccnc2)C(=O)OC12CCN(C(=O)Cc1ccc(Cl)cc1)CC2 (stereo unspecified) | -9%
COCc1cc(=O)[nH]c(-c2ccccc2OC(F)(F)F)n1 | 15%
CCOc1ccc(N2CC(NC(=O)/C=C\c3ccc4c(c3)OCO4)CC2=O)cc1 (stereo unspecified) | -24%
CCc1ccc(N(CC(=O)NC2CCCC2)C(=O)CCC(=O)Nc2ccccn2)cc1 | 16%
O=C(CCc1ccccc1)N1CCNc2cnc(Nc3ccc(-n4ccnc4)cc3)nc2C1 | ?
CC(C)CC(=O)N1CCN(c2nnc3ccc(C(F)(F)F)cn23)CC1 | -12%
COc1ccc(C2(C(=O)N3C[C@@H](CO)[C@H](c4ccccn4)C3)CC2)cc1 | -8%
Cc1cc(C(=O)CN2CCC(C(=O)c3ccccc3)CC2)c(C)n1C(C)C | -15%
CC(C)c1nc2ccc(C(=O)NCCCN3CCN(c4ccccc4)CC3)cc2o1 | -5%
COC[C@@H]1CN(Cc2c(OC)cccc2OC)C[C@H]1c1ccncc1 | -14%
COc1ccc(NC(=O)Cc2cnc(-n3cccc3)s2)c(OC)c1 | 9%
CC(OC(=O)C1CC2CCCC(C1)C2=O)C(=O)c1ccc(C(C)(C)C)cc1 (stereo unspecified) | 12%
O=C(c1ccccn1)N1CCCC2(CC(c3ccccc3)=NO2)C1 (stereo unspecified) | 27%[149 µM]
COc1ccc(CCNC(=O)c2c(C)nn(-c3ccc(F)cc3)c2-n2cccc2)cc1OC | -8%
COc1cccc(/C=C/c2nc(C#N)c(N3CCN(C)CC3)o2)c1 | ?
O=S(=O)(c1cccc(Cl)c1)N1CCN(Cc2coc(-c3cccs3)n2)CC1 | 6%
COc1ccc(NC(=O)COc2ccc(-c3nnc4n3CCCC4)cc2)cc1OC | 4%
Cc1ccc(C)c(CN2CCN(c3nc4c(c(=O)[nH]c(=O)n4C)n3C/C=C/c3ccccc3)CC2)c1 | -2%
CCCN(CC)c1ccc(/C=N/NC(=S)Nc2cccc(C)c2)cc1 | ?
O=C(Cc1ccc2c(c1)OCO2)N1CCNc2cnc(Nc3cccc(F)c3)nc2C1 | 32µM*
CC(=O)N1CCc2nc(C)nc(-c3ccc(O)cc3)c2C1 | -20%[86.2 µM]
O=C1C2=C(Nc3ccccc3SC2c2c(F)cccc2Cl)c2ccccc21 (stereo unspecified) | ?
O=C(Nc1cccc(F)c1)C1CCCN(S(=O)(=O)c2cccc3cccnc23)C1 (stereo unspecified) | -13%
COc1cccc(-c2nc(CS(=O)(=O)CC(=O)NCCc3cc(OC)ccc3OC)c(C)o2)c1 | -6%
CCCCN1CC(Oc2ccccc2C(=O)NC2CC2)C1 | 1%
CCN1c2cc(C(=O)Nc3ccc(-n4ccnc4)cc3)ccc2C(=O)N2CCCCCC21 (stereo unspecified) | ?
O=C(O)c1ccnc(-c2ccnc(NCCN3CCCCC3CO)n2)c1 (stereo unspecified) | ?
Cc1nc(SCC(=O)Nc2ccccc2Cl)cc(-c2ccccc2)n1 | -1%
Cc1ccc([C@@H]2c3c(C)nn(-c4ccccc4)c3NC(=O)[C@H]2NC(=O)c2cccc(C)c2)cc1 | -29%
O=C(c1ccc(F)cc1F)N1CCC2(CC1)NC(=O)N(Cc1ccccc1)C2=O | -11%
CN(C(=O)c1ccc2c(c1)N(Cc1cccc(Cl)c1)C(=O)c1ccccc1S2=O)C1CCCCC1 (stereo unspecified) | -25%
COC[C@@H]1[C@@H](NC(=O)c2cnc(C)nc2-c2ccccc2)[C@@H]2CCO[C@H]12 | -15%
Cc1ccc(C)c(NC(=O)CCN2C(=O)c3ccccc3Sc3ncccc32)c1 | -30%
Cc1cccc2c(C(=O)NC3CC3)cc(-c3cccnc3)nc12 | 19%
CN1C[C@H](NC(=O)c2cccnc2)CCC[C@@H](C(=O)NCc2cc(F)cc(F)c2)CC1=O | 29%
Cc1cc(Br)cc2c(C(=O)OCC(=O)c3ccccc3)cc(-c3ccccc3)nc12 | 6%
FC(F)(F)c1ccc(-c2noc(-c3ccccc3Br)n2)cc1 | -15%
COc1ccc(S(=O)(=O)N(CC(=O)Nc2ccccc2Br)Cc2ccccc2)cc1 | 7%[11.5 µM]
CCOc1ccc(NC(=O)CN(C)C(=O)c2cc3c(s2)CCC(C)C3)cc1OCC (stereo unspecified) | -6%
O=C(CCNC(=O)c1ccccc1Cl)Nc1nc2ccc(SC(F)F)cc2s1 | 12%

An excerpt; the hit share may differ from the screen's.
